TNAP act hiacc – TNAP activators at high phosphate acceptor level, primary screen, biochemical, luminescence, uHTS; 200,000 tested, under 10 active; activation factor at 20 µM; purified TNAP, CDP-star luminescence, 1 M DEA, 30 min; active compounds read high; 0 = EDTA background, 1 = DMSO-only activity;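 active means activation factor at least 2 at 20 µM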
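system = human TNAP | amount = enzyme diluted 1/800 final | reagent = 100 µM CDP-star substrate | signal = luminescent substrate turnover signal | dosing = one dose, 20 µM | benchmarks = EDTA negative control, DMSO positive control | measure = activation factor | timing = 30 min reaction, room temperature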
HMGR II inh – inhibitors of E. faecalis class II HMGR, primary screen, biochemical, Enterococcus faecalis. purified E. faecalis HMGR, NADPH absorbance 340 nm kinetic. HMG-CoA reductase (Enterococcus faecalis, mvaE). inhibition, % at 10 µM. 190,000 tested, 0.41% active. AID 1066, 2008;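 active means inhibition above a set limit, the median over all tested compounds plus 3 SD, cut at about 9.5% in these data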;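 further: enzyme runs in reverse so mevalonate oxidation gives rising NADPH absorbance; 0% = complete reaction with DMSO and 100% = background rate lacking mevalonate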
Diaph act CS – compounds boosting diaphorase resazurin reduction – biochemical, uHTS, resorufin fluorescence, counter-screen for diaphorase-coupled primary assays, primary screen; Diaphorase/resazurin coupled assay, 16 min; active compounds read high; 1 = vehicle wells, 0 = NADH-free wells; activation factor at 20 µM; 190,000 tested, 0.005% active;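 active means diaphorase activity raised at least twofold by the compound at 20 µM; inactive means activation factor below 2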
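Test system: Clostridium kluyveri diaphorase, purified enzyme; input: enzyme 0.07 U/mL final; buffer or medium: 50 mM HEPES pH 7.4 with 4.542 mM MgCl2, 0.005% Tween 20; also added: 0.114 mM NADH and 0.1 mM resazurin, final amounts; schedule: 16 min enzyme reaction, ambient temperature; technique: fluorescence of resorufin, 544 nm excitation, 590 nm emission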
PMI act hi M6P – human PMI activators, high substrate, primary screen, biochemical, fluorescence intensity, near-saturating mannose 6-phosphate | coupled PMI enzyme assay, resazurin fluorescence, 20 min; active compounds read high; 1 = untreated enzyme, 0 = substrate-free blank | activation factor at 20 µM | 190,000 tested, 0.34% active;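 active means activation factor of 2 or more at 20 µM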
Target sequence (P34949 whole entry, looked up): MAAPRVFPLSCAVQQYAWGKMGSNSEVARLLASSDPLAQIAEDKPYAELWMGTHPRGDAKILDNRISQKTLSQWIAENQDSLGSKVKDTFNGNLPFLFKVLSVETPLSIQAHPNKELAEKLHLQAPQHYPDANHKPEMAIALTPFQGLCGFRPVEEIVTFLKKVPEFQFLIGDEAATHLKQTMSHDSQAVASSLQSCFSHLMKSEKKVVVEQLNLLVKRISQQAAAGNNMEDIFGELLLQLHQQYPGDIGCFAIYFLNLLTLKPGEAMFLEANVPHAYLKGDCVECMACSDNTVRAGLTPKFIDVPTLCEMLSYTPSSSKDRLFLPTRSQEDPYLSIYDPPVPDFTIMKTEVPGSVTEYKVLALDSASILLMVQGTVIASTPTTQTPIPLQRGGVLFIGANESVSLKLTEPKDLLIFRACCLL
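assay system = human phosphomannose isomerase with PGI, G6PDH, diaphorase coupling enzymes | quantity = 15 ng/mL PMI | incubation = enzyme reaction with compound 20 min at room temperature | medium = HEPES pH 7.4 buffer with MgCl2 and Tween-20 | compound dosing = one concentration, 20 µM, in 1% DMSO | measured by = Diaphorase-driven resazurin-to-resorufin fluorescence, excitation 544, emission 590 nm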
TNAP inh no acc – human TNAP enzyme inhibitors, primary screen, biochemical, luminescent, no phosphate acceptor, uHTS; purified TNAP, CDP-star luminescence, 30 min; inhibition, % at 20 µM; 200,000 tested, 0.26% active;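 active means tissue-nonspecific alkaline phosphatase inhibition above about 50% at 20 µM in the single-dose screen, limit read from the data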;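 further: 0% = DMSO negative control and 100% = EDTA positive control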
Diaphorase inh – diaphorase inhibitors and chemical oxidizers, primary screen, counter-screen for diaphorase-coupled primary assays, biochemical, uHTS, resorufin fluorescence. 190,000 tested, 0.69% active. inhibition, % at 20 µM. diaphorase resazurin-to-resorufin fluorescence, NADH, 16 min; bacterial (C. kluyveri) enzyme, not human;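 active means primary screen inhibition at 20 µM above a set limit, cut at about 50% in these data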;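 further: plate controls were DMSO with full reaction for no effect and wells lacking NADH for full effect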
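Test system: Clostridium kluyveri diaphorase enzyme / Quantity: diaphorase at 0.14 U/mL in enzyme working solution / Incubation: 16-min room-temperature incubation before reading / Benchmarks: NADH-free wells as positive control, DMSO-only neutral wells / Signal: resorufin fluorescence 544/590 nm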
FLuc act counter – FLuc activators, initial screening, artefact control for FLuc-dependent activation tests, biochemical, ATPlite luminescence; ATPlite luciferase biochemical, 10 min; 0 = ATP-free wells, 1 = DMSO control; 200,000 tested, under 10 active; activation factor at 10 µM;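 active means luciferase activation factor, scaled between plate controls, of at least 2 with compound at 10 µM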
Target sequence (P08659 whole entry, looked up): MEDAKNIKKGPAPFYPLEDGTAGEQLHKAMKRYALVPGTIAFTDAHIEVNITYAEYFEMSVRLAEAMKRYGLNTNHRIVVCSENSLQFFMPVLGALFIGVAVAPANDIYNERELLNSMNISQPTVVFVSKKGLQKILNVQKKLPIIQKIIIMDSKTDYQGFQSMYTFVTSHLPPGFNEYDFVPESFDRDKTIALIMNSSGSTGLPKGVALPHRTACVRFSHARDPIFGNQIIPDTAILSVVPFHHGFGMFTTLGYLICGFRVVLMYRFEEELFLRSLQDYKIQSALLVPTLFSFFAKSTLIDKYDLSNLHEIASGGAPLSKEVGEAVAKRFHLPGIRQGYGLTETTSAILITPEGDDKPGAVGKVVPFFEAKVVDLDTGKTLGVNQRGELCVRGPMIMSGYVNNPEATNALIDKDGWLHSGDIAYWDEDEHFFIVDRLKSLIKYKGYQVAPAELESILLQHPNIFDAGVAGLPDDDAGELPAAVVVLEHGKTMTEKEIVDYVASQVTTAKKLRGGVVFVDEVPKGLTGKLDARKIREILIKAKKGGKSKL
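Assay system: Luciferase/luciferin reagent mix; Medium: PBS as buffer for the ATP substrate; Dosing: test compounds dosed from 2 mM stocks in 100% DMSO; Times: 10 min, room temperature; Signal: luminescence from luciferase reaction; Read-out: luciferase activation; Controls: No-ATP low control, compound-free enzyme-plus-ATP high control.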
G6PDH counter – L. mesenteroides G6PDH inhibitors, counter-screen for G6PDH-coupled screening assays, biochemical, Leuconostoc mesenteroides enzyme | glucose-6-phosphate dehydrogenase [Leuconostoc mesenteroides] | Purified L. mesenteroides G6PDH, diaphorase/resazurin coupled fluorescence, 45 min | inhibition, % at 5 µM | 200,000 tested, 0.12% active | AID 1020, 2008; in the data active means inhibition above about 50%
TNAP inh hiacc – human TNAP enzyme inhibitors, primary screen, biochemical, luminescent, high phosphate acceptor level, uHTS | 200,000 tested, 0.03% active | inhibition, % at 20 µM | purified TNAP, CDP-star luminescence, 1 M DEA | Alkaline phosphatase, tissue-nonspecific isozyme (Homo sapiens), P05186 | AID 1135, 2008;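 active means over 50% inhibition of tissue-nonspecific alkaline phosphatase at 20 µM in the single-dose screen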;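 further: plate controls were DMSO wells for no effect and EDTA-quenched wells as full inhibition for full effect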
PMI activator – activators of human PMI, primary screen, biochemical, fluorescence intensity, near-Km mannose 6-phosphate. purified human PMI, coupled resazurin fluorescence, 20 min; active compounds read high; 1 = vehicle control, 0 substrate-free wells. activation factor at 20 µM. 190,000 tested, 0.005% active. AID 1214, 2008;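 active means activation factor of 2 or more at 20 µM, relative to plate controls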
The depositor's hits bear a star; . = not tested or not shown. Compounds were not picked by outcome, and some 1.7% of all compounds hit somewhere here.

SMILES	TNAP act hiacc	HMGR II inh	Diaph act CS	PMI act hi M6P	TNAP inh no acc	Diaphorase inh	FLuc act counter	G6PDH counter	TNAP inh hiacc	PMI activator
Cc1cc(Br)ccc1OCCN1CC(C)OC(C)C1 (stereo not drawn)	1	2	0.9	0.9	-8	14	1	4	-5	1
O=C(Nc1cnccn1)c1cccc(C(F)(F)F)c1	1	-4	0.9	0.9	-6	10	1	-2	0	0.9
COc1cccc(NS(=O)(=O)c2ccc3[nH]cc(C(=O)NCCCOC(C)C)c(=O)c3c2)c1	1	2	1	1.1	-7	2	1.1	1	-2	1.1
CCCCCCNC(=O)CC(NS(=O)(=O)c1ccc(OC)cc1)C(C)C (stereo not drawn)	1	0	0.9	1.1	-6	8	1.1	-4	0	1
Cc1ccccc1NC(=O)C1(C)Cc2ccccc2C(=O)O1 (stereo not drawn)	1	-1	1	1	-4	-1	1	6	0	1
COC(=O)C1=CN(C2CC2)C=C(C(=O)OC)C1c1ccc(C(F)(F)F)cc1	1.1	0	0.8	0.9	-26	19	1.1	12	-8	0.9
O=C(Nc1ccccc1N1CCOCC1)c1ccc2nc[nH]c2c1	1	5	0.9	1	-30	12	1	0	2	1
COc1ccc(-n2c(SCC(=O)NCc3cccs3)nc3[nH]ncc3c2=O)cc1	1	2	0.8	0.9	-7	20	1.1	-2	-3	1
CCOC(=O)/C(=C/c1ccc(F)cc1)NC(C)=O	1	3	1	1	-25	0	1	13	-5	0.9
Cc1ccc2sc(NC(=O)CN3C(=O)CCC3=O)nc2c1C	1	-8	0.8	0.9	-11	20	1.1	5	-4	0.8
NC(=O)c1ncc(C(F)(F)F)cc1Oc1cccc(F)c1	1.1	2	0.9	1.1	-2	6	1.1	12	-9	1.1
Clc1ccc(-c2nnc3c4ccccc4nc(N4CCOCC4)n23)cc1Cl	1	-3	0.9	0.9	-5	14	1	-5	-1	1
N#CCCn1cc(/C=C2\NC(=S)N(c3ccccc3)C2=O)c(-c2ccc(F)cc2)n1	0.9	-6	0.2	0.9	2	85*	1.1	16	6	0.9
COc1ccc(NC(=O)c2ccccc2C)c(OC)c1	1	-1	0.8	0.9	-2	17	1	15	-2	0.9
O=C(Nc1cnc2ccccc2c1)N1CCOCC1	1	-5	1	1	-9	-4	1	7	-3	1
COc1ccc(OC)c(C(C(=O)NCc2ccco2)N(C(=O)Cn2nnc3ccccc32)C2CC2)c1 (stereo not drawn)	1.1	-1	0.9	1	-12	10	1.1	-6	-6	1
C=CCSc1nc(C)c(CCCC)c(=O)[nH]1	1	-4	0.8	0.9	-8	15	1.1	12	-5	1
O=C(O)c1ccc(S(=O)(=O)c2ccccc2)cc1	1	-2	0.9	1	-6	7	1	8	-1	0.9
COCCn1c(SCC#N)nnc1-c1ccccc1	1	-2	0.9	1	-5	14	1	17	-2	1
COc1ccc(C(=O)COC(=O)C2CCC(=O)N2)cc1 (stereo not drawn)	1	-3	0.9	1	-2	6	0.9	5	-5	1
O=C(CC(c1ccccc1)c1ccccc1)N1CCN(c2ccccn2)CC1	1.1	-1	0.8	1	-11	19	1.1	15	-7	1
CNC(=S)Nc1cccc(S(=O)(=O)NC2=NCCC2)c1	1	0	0.9	0.9	-8	15	1	6	-1	0.9
CCNC(=O)C/C(C)=N/NC(=O)C1CCCCC1	1	2	0.9	1	-26	6	1.1	-7	2	1
Cc1nn(C)c(C)c1S(=O)(=O)NCc1cccs1	1.1	0	0.9	1	-16	13	1.1	7	-8	1
O=C(CN1C(=O)S/C(=C\C=C\c2ccccc2)C1=O)Nc1cccc(O)c1	1	-3	0.8	0.9	-9	21	0.9	-16	-1	0.8

A portion of the results above:
SMILES	TNAP act hiacc	HMGR II inh	Diaph act CS	PMI act hi M6P	TNAP inh no acc	Diaphorase inh	FLuc act counter	G6PDH counter	TNAP inh hiacc	PMI activator
Cc1cc(Br)ccc1OCCN1CC(C)OC(C)C1 (stereo not drawn)	1	2	0.9	0.9	-8	14	1	4	-5	1
O=C(Nc1cnccn1)c1cccc(C(F)(F)F)c1	1	-4	0.9	0.9	-6	10	1	-2	0	0.9
COc1cccc(NS(=O)(=O)c2ccc3[nH]cc(C(=O)NCCCOC(C)C)c(=O)c3c2)c1	1	2	1	1.1	-7	2	1.1	1	-2	1.1

(list continues)
SMILES	TNAP act hiacc	HMGR II inh	Diaph act CS	PMI act hi M6P	TNAP inh no acc	Diaphorase inh	FLuc act counter	G6PDH counter	TNAP inh hiacc	PMI activator
C=CCOC(=O)Nc1ccc(Cl)cc1NC(=O)OCC=C	1	-2	1	1	-4	0	1.1	1	-1	0.9
O=C(O)c1c2c(nc3ccc(F)cc13)CCC2	1	-7	0.9	1.2	-14	6	1	2	-4	1.2
NC(=O)NOCc1cccc(Cl)c1	1	-2	0.9	1.1	-8	8	1.1	8	-4	1.1
CC(C)Cc1csc(NC(=O)c2ccc(F)cc2)c1C(=O)O	1	-1	0.9	1	-6	8	0.9	16	-2	1
O=C1c2cccnc2Oc2ccc(Cl)cc2N1Cc1ccc(F)cc1	1.1	-7	0.8	0.9	-7	24	1.1	1	-11	0.9
CC1(C)OC(=O)C(=CNc2ccccc2)C(=O)O1	1.1	-3	0.9	1	0	12	1	0	-7	1
CCCN1CCC(NC(=S)Nc2ccc([N+](=O)[O-])cc2)CC1	1	5	1	0.9	11	2	1	13	-1	0.9
C=CCN1CC(c2nc3ccccc3n2Cc2cccc3ccccc23)CC1=O (stereo not drawn)	1	-2	0.9	0.9	-12	7	1	-1	-2	0.9
Cc1c(CNC(=O)c2cnn3c2NC(c2ccccc2)CC3C(F)(F)F)cnn1C (stereo not drawn)	1	-6	0.9	1	-14	11	1.1	2	-4	1
O=C(NCc1cn2ccccc2n1)c1ccc(Br)o1	1.1	-4	1	0.9	-13	1	1	7	-5	0.9
Cc1cc2c(c(N3CCOCC3)n1)C(=O)OC2	1	-4	1	1.5	-16	5	1	3	-1	1.2
CCC(C)(C(=O)Nc1ccccc1C)N(C(=O)CNC(C)=O)c1ccccc1C (stereo not drawn)	1	-1	0.9	0.9	-21	15	1.1	3	-2	0.9
O=C(/C=C/Nc1ccccc1Oc1ccccc1)c1ccco1	1	-2	0.8	0.9	-9	17	1	2	-1	0.9
COc1ccc(CCNC(=O)Cn2c(=O)n(-c3ccc(F)cc3)c(=O)c3sccc32)cc1OC	1	-1	0.8	1	-10	15	1.1	-1	-2	1
c1cc2c3c(cccc3c1)C(N1CCCCC1)=N2	1	-3	0.6	0.4	-8	43	1.1	52*	-2	0.7
Cn1c(=O)c2c(nc(N3CCCCC3)n2CCNC2=NCCC2)n(C)c1=O	1	1	0.9	0.9	-8	6	1.1	-3	1	0.9
Cc1nnc(SCC(=O)c2ccc(Cl)cc2)n(N)c1=O	1	0	1	1	-52	-2	1	1	-4	1
CCOC(=O)C1CCN(CC(O)COc2ccc(C(C)(C)CC)cc2)CC1 (stereo not drawn)	1	-5	0.8	1	-2	15	1	8	0	1.1
COC(=O)c1[nH]c(C)c(/C(O)=C2\C(=O)C(=O)N(CCN(C)C)C2c2ccc(C)o2)c1C (stereo not drawn)	1	-4	0.8	1	-15	20	1	9	-4	1.2
Cc1nc(=O)c(-c2ccccc2)c(C)n1Cc1ccccc1	1.1	-2	0.8	0.9	-12	20	1.1	2	-8	0.9
CCNC(=S)Nc1cccc([N+](=O)[O-])c1	1	6	0.9	1	-5	10	1	-3	-4	1.1
COc1ccc(N2CCN(c3nc4c(c(=O)n(C)c(=O)n4C)n3CCCc3ccccc3)CC2)cc1	1.1	.	0.8	0.9	-8	17	1	3	-6	0.9
CCC(=O)NC(C)c1nc2ccccc2n1C (stereo not drawn)	1	-3	1	1	-5	-4	1.1	-22	-3	1.1
Cc1cccc2cc(CN(CC3CCCO3)C(=S)NCc3ccco3)c(=O)[nH]c12 (stereo not drawn)	1	-2	0.9	1.1	-7	7	1	1	3	1
Cc1cc(C)nc(SCC(=O)N/N=C/c2cccn2-c2cccc(C(F)(F)F)c2)n1	1	-4	0.8	1.1	-5	19	1.1	8	-2	1

Later entries:
SMILES	TNAP act hiacc	HMGR II inh	Diaph act CS	PMI act hi M6P	TNAP inh no acc	Diaphorase inh	FLuc act counter	G6PDH counter	TNAP inh hiacc	PMI activator
OC[C@@H]1CCCN1Cc1cn(-c2ccccc2)nc1-c1ccc2c(c1)OCO2	1	3	1	1	-4	-4	1	6	-2	0.9
NC(=O)CCC(NS(=O)(=O)c1ccc(Cl)cc1)C(=O)NCc1ccccc1Cl (stereo not drawn)	1	0	0.8	0.9	-13	16	1	8	-5	0.9
CCc1ccccc1NC(=O)CN(C)C(=O)CSc1nnc(Nc2cccc(C)c2)s1	1	-2	0.9	1	-1	7	1	0	-3	0.9
O=C(NCCCN1CCOCC1)c1ccc(Br)cc1	1	2	1	1	-16	-3	1	2	-3	1
CC(C)COC(=O)c1ccc2c(c1O)C(=O)c1ccccc1C2=O	0.9	5	0.8	1.2	19	24	0.6	42	10	1
CCOC(=O)CC(=O)CSc1[nH]c(=O)cc(C)c1C#N	1	1	0.9	0.9	-12	14	1.1	0	-2	0.9

Compound activity from PubChem.
